High-throughput results from PubChem.
DAGLB inh – DAGLB lipase inhibitors, primary screen, biochemical, fluorescence, HTS; inhibition, % at 5.17 µM; HEK293T DAGLB membrane lysate, EnzChek fluorogenic substrate; Diacylglycerol lipase-beta (Homo sapiens), Q8NCG7; AID 504411, 2011; hit rate 0.059% among 340,000; in the data active = inhibition above about 34%;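 note: 0% = enzyme with vehicle and 100% = wells lacking enzyme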
C-LANA FP – inhibitors of KSHV C-LANA binding to DNA, primary screen, biochemical, fluorescence polarization, FAM-LBS DNA, MBP-C-LANA, single point; hit rate 0.078% among 340,000; inhibition, % at 9 µM;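 active = highest replicate inhibition at or above 60% at 9 µM, even if other replicates fall short; inactive = all replicates below 60% inhibition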;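 note: 0% = neutral control wells and 100% = 4 µM acridine orange control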
RTF Ca sens inh – cardiac RTF calcium sensitivity inhibitors, primary screen, biochemical, IANBD-TnC fluorescence, EC70 calcium. Troponin I, cardiac muscle (Homo sapiens) + Troponin T, cardiac muscle (Homo sapiens) + …. IANBD-labeled cardiac RTF, Ca2+ fluorescence. inhibition, % at 7.15 µM. hit rate 0.12% among 340,000. AID 493244, 2011;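 active = inhibition above the mean inhibition of all tested compounds plus 3 SD, cut at about 17% in these data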;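 note: assay run at fixed EC70 calcium of 1.6 mM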
CAL PDZ FP-1 – CAL PDZ peptide-binding inhibitors, primary screen, biochemical, fluorescence polarization, Cer-tagged CAL PDZ, HTS; Golgi-associated PDZ and coiled-coil motif-containing protein (Homo sapiens), Q9HD26; purified CAL PDZ, TMR-peptide fluorescence polarization, 1 h; inhibition, % at 20 µM; hit rate 0.02% among 330,000; AID 504414, 2011;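 active = highest replicate inhibition of at least 40%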;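 note: plate controls were DMSO neutral control wells for no effect and unlabeled competitor peptide control wells for full effect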
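material = purified tagged CAL PDZ domain construct (CerCALP) | buffer or medium = sodium phosphate/NaCl buffer pH 7.4 with TCEP, IgG, Thesit | reagent = TMR-labelled reporter peptide T*-PRC34 bound in PDZ groove | incubation = 1 h room-temperature incubation prior to read | measured by = fluorescence polarization (mP) | evaluation = percent inhibition from loss of millipolarization | control set = unlabelled peptide and DMSO controls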
cardiac RTF act – cardiac RTF calcium sensitivity activators, primary screen, biochemical, IANBD-TnC fluorescence, EC20 calcium; AID 493008, 2010; IANBD-labeled TnC RTF fluorescence at EC20 calcium; 0% EC20 calcium, 100% full calcium; hit rate 0.24% among 340,000; Troponin I, cardiac muscle (Homo sapiens) + Troponin T, cardiac muscle (Homo sapiens) + …; activation, % at 7.2 µM;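 active = activation above the mean over all tested compounds plus 3 SD, cut at about 30% in these data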;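 note: rise in fluorescence read as greater calcium sensitivity of cardiac thin filaments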
PKA-R2B activ – activators of PKA-R2B holoenzyme, primary screen, biochemical, fluorescence polarization, Cy5-IP20, human. AID 504700, 2011. cAMP-dependent protein kinase catalytic subunit beta (Homo sapiens) + cAMP-dependent …. PKA-R2B holoenzyme dissociation; R2B truncated from residue 108, S112A mutant; 0% DMSO only, 100% 113 µM cGMP. hit rate 0.079% among 340,000. activation, % at 11.4 µM;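 active = activation above a cutoff set at the mean over all compounds plus 3 SD, cut at about 18% in these data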;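 note: higher means more holoenzyme dissociation and a rise in polarization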
CAL PDZ FP-2 – untagged CAL PDZ binding inhibitors, primary screen, biochemical, fluorescence polarization, HTS | purified CAL PDZ, TMR-peptide fluorescence polarization, 1 h | AID 602252, 2012 | Golgi-associated PDZ and coiled-coil motif-containing protein (Homo sapiens), Q9HD26 | hit rate 0.92% among 300,000 | inhibition, % at 24.9 µM;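 active = mean inhibition of at least 30% with at least half of replicates also reaching 30%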;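 note: 0% = DMSO neutral control and 100% = excess unlabeled competitor peptide PRC23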
Keap1-Nrf2 PPI – Keap1-Nrf2 protein-protein interaction inhibitors, primary screen, biochemical, fluorescence polarization, single point | inhibition, % at 9.4 µM | hit rate 0.15% among 340,000 | Keap1 Kelch-Nrf2 peptide fluorescence polarization, 1536-well | Kelch-like ECH-associated protein 1 (Homo sapiens), Q14145; in the data active = inhibition above about 12%;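 note: human Keap1 Kelch domain with fluorescein labeled Nrf2 9mer peptide probe; 0% = neutral control wells and 100% = peptide positive control; higher means more block of Keap1 binding to Nrf2 peptide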
Target sequence (Q14145 whole entry, looked up, the tested form may be a part): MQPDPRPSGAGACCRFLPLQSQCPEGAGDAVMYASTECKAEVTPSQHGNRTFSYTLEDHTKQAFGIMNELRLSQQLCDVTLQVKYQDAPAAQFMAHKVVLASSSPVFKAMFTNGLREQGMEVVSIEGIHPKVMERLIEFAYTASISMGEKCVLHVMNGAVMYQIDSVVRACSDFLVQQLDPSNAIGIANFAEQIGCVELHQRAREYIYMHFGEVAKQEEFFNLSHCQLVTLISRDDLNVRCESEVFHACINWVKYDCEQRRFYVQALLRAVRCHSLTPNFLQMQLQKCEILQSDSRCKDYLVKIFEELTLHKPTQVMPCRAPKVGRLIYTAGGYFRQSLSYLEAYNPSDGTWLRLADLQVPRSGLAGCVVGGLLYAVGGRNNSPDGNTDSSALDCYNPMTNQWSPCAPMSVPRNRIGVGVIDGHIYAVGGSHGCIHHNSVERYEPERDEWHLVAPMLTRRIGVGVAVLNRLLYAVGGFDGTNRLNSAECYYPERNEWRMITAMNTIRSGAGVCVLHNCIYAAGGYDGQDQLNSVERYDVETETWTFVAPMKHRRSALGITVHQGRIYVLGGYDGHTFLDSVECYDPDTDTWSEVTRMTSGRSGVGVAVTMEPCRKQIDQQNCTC
Rtt109 Vps75 – inhibitors of C. albicans Rtt109/Vps75 HAT, primary screen, biochemical, ThioGlo CoA-SH fluorescence, plate reader. purified Rtt109/Vps75, 4 h. inhibition, % at 34.9 µM. hit rate 0.16% among 330,000. AID 540336, 2011;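 active = inhibition of at least 50% in every replicate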
Target sequence (Q5AAJ8 whole entry, looked up): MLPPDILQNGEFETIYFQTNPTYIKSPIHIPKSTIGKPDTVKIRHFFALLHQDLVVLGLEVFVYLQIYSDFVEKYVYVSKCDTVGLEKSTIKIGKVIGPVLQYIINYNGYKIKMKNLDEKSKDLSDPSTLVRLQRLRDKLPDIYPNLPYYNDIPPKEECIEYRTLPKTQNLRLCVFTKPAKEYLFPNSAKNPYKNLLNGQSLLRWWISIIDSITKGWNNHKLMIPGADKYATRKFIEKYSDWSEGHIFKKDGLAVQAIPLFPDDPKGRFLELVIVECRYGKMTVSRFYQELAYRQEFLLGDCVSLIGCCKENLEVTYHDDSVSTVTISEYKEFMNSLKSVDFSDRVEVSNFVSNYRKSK
SR-BI DiI-HDL act – activators of SR-BI mediated DiI-HDL uptake, primary screen, ldlA[mSR-BI] CHO cells, DiI fluorescence. activation, % at 12.5 µM. 3 h; 100 = double the neutral-control signal. hit rate 0.096% among 320,000;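 active = mean replicate activation of at least 60% and every replicate at or above 60%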;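 note: 0% = median plate neutral-control signal and 100% = twice that signal; values of inactives mirror those of a sister screen read the other way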
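System: CHO ldlA[mSR-BI] cells / Medium: HEPES-buffered (25 mM, pH 7.4) F12 plus 0.5% BSA / Probe or stimulus: labelled HDL, 10 µg/mL / Doses: single compound concentration, delivered by pin transfer / Schedule: 3 h, 37 °C / Measured by: DiI fluorescence, bottom read / Measure: cell-associated DiI fluorescence as measure of HDL uptake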
Active calls of the source: *; x = no result given; & = joins results of further samples.

SMILES	DAGLB inh	C-LANA FP	RTF Ca sens inh	CAL PDZ FP-1	cardiac RTF act	PKA-R2B activ	CAL PDZ FP-2	Keap1-Nrf2 PPI	Rtt109 Vps75	SR-BI DiI-HDL act
O=C(Cn1nc(C(=O)O)c2ccccc2c1=O)c1c[nH]c2ccccc12	2	-0.9	6	-3.7	3	-7	0	-5	x	-47
O=C(Nc1ccccc1Oc1cccnc1)C1CCCN(Cc2ccc(F)cc2)C1 (stereo not drawn)	0	-0.2	-7	-1.2	-2	-3	-8	-2	9	0
CCN1C(=NCc2ccc(OC)cc2)N[C@@H](c2ccccc2)[C@H](C(=O)OC)[C@H]1C	-1	1.8	4	-0.5	-7	-3	8	2	0	2
CCN(CC)S(=O)(=O)c1cccc(C(=O)N/N=C2\CC(=O)CC(C)(C)C2)c1	0	4.2	1	-0.4	-1	-10	x	4	2	18
Cn1cccc1Cc1nnc(SCC(=O)N2CCCCCC2)n1CCc1ccccc1	-2	-3.9	-2	-0.7	2	12	-1	-8	6	-11
CN(C)Cc1c(C(=O)N/N=C/C2CC=CCC2)nnn1-c1nonc1N (stereo not drawn)	-2	-0.8	-5	-0.6	-3	-10	-5	-6	11	-5
CCCS(=O)(=O)N1CCCC(C(=O)NCCN(CC)c2ccccc2)C1 (stereo not drawn)	3	0.9	10	0.0	10	-4	-4	-4	-15	-42
Cc1nn(-c2ccccc2)c2c1C(c1cccc([N+](=O)[O-])c1)N(c1ccccc1)C(=O)N2 (stereo not drawn)	1	1.0	-10	-1.1	8	6	-2	-2	-2	-5
Cc1ccc(S(=O)(=O)Nc2ccc3c(c2)ncn3C(C)(C)C)cc1	0	0.9	-4	-1.3	0	-5	-2	-2	3	-2
N#Cc1c(SCC(N)=O)nc(-c2ccccc2)c2c1CCCC2	-1	-1.1	4	-1.8	3	1	-7	-2	-6	-41
Cc1cccc2sc(NC(=O)C3CCCN(S(=O)(=O)c4cccc5nonc45)C3)nc12 (stereo not drawn)	-2	-1.3	-6	-0.3	6	1	0	-7	0	-63
CN=C1SC(CC(=O)NCCc2ccc(OC)c(OC)c2)C(=O)N1C (stereo not drawn)	0&0	2.6&-1.4	-8&-2	0.4&-1.1	0&3	-6&3	3&1	-3&2	-1&26	-23&2
CCCC(=O)C1=C(O)C(C(=O)OC)C(C)(C)CC1=NC(C)(C)C (stereo not drawn)	1	0.1	2	-0.9	2	-1	2	-7	5	16
COc1ccc(C(=O)NCc2ccc(-c3nc4ccccc4s3)cc2)cc1OC	-4	-0.2	-5	x	-2	5	-2	0	7	-13
COC(=O)C1CCCCN1C(=O)c1cccc(OC2CCN(C(=O)C3CC3)CC2)c1 (stereo not drawn)	-1	1.6	-8	-2.8	-3	-2	-4	-4	-10	26
CC(C)c1ccc(NC2CCCN(C(=O)c3cc(C(C)C)[nH]n3)C2)cc1 (stereo not drawn)	3	-0.1	-5	-1.4	-1	10	-2	-8	-1	6
O=C(NC(=S)NNC(=O)c1ccccc1O)c1ccc([N+](=O)[O-])cc1	7	-1.0	-12	-0.6	1	7	3	0	7	-106
COc1ccc(-c2cn(/N=C/c3ccc(Cl)cc3Cl)c(N)n2)cc1	-1	-0.8	-3	-2.2	-3	-4	-2	0	-4	-6
OCCNCCCCOc1cccc(Br)c1	0	0.1	-7	-0.7	-1	-7	1	-3	21	-1
Cc1cccc(N(C(=O)CNC(=O)c2ccco2)C(C(=O)NCC2CCCO2)c2ccccc2)c1 (stereo not drawn)	-4	1.7	-4	-0.9	2	-5	-1	-2	-2	39
CCOC(=O)N1CCC(NC(=O)C2CCCN(Cc3nc(-c4cccc(Cl)c4)oc3C)C2)CC1 (stereo not drawn)	1	2.4	-6	-0.4	1	-2	-2	-8	1	-33
Cc1nc(NC2=NCN(Cc3cccnc3)CN2)nc2ccccc12	-1	1.0	6	-0.9	-3	-3	-1	0	-2	2
O=C(CCc1ccccc1)NCc1ccccc1	1	0.0	9	-2.1	-3	2	-1	1	-4	-35
CC(C)[C@@H]1C=C(C(=O)O)O[C@H](OCCCCO)C1	-2	-0.1	-6	1.8	10	0	-2	-2	5	-3
Cc1oc(-c2ccccc2Cl)nc1CS(=O)CC(=O)NCc1cccs1 (stereo not drawn)	3	0.4	-5	-0.5	2	6	x	3	0	-6
SMILES	DAGLB inh	C-LANA FP	RTF Ca sens inh	CAL PDZ FP-1	cardiac RTF act	PKA-R2B activ	CAL PDZ FP-2	Keap1-Nrf2 PPI	Rtt109 Vps75	SR-BI DiI-HDL act
CCOC(=O)C1CCN(C(=O)COC(=O)C23CC4CC(CC(C4)C2)C3)CC1	-3	0.8	1	0.0	-1	-6	-6	1	-3	-15
Cc1ccc(C(C(=O)NC2CCCCC2)N(C(=O)c2csnn2)C2CC2)cc1 (stereo not drawn)	0	-0.4	8	-1.4	1	-9	-1	4	-4	14
CC(=O)Nc1ccc(Oc2ccccc2)cc1	-2	-1.6	-5	0.3	-6	-9	-6	-1	1	7
COc1cccc(CCc2nnc(N)s2)c1	-4	6.4	3	-0.7	-3	0	-3	-1	3	18
Cc1cccc(NC(=O)c2ccc(S(=O)(=O)N3CCCCC3)cc2)c1	-4	-3.3	0	-2.8	-7	-3	-4	0	9	-17
COc1ccc2c(c1)nc(SCC(C)O)n2C (stereo not drawn)	-2	-1.2	-14	1.2	4	-5	-6	-2	-1	-2
CCOC(=O)NC(Nc1cc(C)ccn1)(C(F)(F)F)C(F)(F)F	-9	-1.0	-11	-1.9	-3	3	-7	-2	15	19
Cc1cc(NC(=O)CSCC(=O)Nc2ccccc2N2CCCCC2)no1	2	0.9	-4	-0.8	-4	-4	1	2	0	15
CCOc1nc(N2CCOCC2)nc(N2CCOCC2)n1	0	-0.3	-7	-0.8	-1	-2	x	0	-8	-9
COc1cc2c(cc1NC(=O)COC(=O)CNC(=O)c1ccccc1)oc1ccccc12	-6	-0.2	10	-0.5	-3	0	-3	-6	-2	-42
CCn1c(=O)c2sccc2n2c(CCCC(=O)NCCc3ccc(S(N)(=O)=O)cc3)nnc12	1	1.3	1	0.6	-1	-2	-1	1	-5	10
O=C(COC(=O)c1ccccc1C(=O)c1ccccc1)Nc1ccc(SC(F)F)cc1	-6	-0.4	8	-2.9	6	-9	-3	-1	7	15
CCOC(=O)C1=C(C)NC(=O)CC1c1ccccc1 (stereo not drawn)	-4	0.4	-5	-1.0	-2	-1	x	3	5	11
O=C(COc1cccc2c1CCNC2=O)NC1CCCCC1	1	-0.8	-14	-3.2	2	6	2	-1	-5	59
CC(N=Cc1cc([N+](=O)[O-])ccc1O)c1ccccc1 (stereo not drawn)	8	-0.5	-5	-1.9	0	2	-3	0	x	8
COCc1cc(=O)n2[nH]c(N)nc2n1	0	2.9	4	-2.0	2	-5	-1	0	-2	32
CN(c1ccccc1)S(=O)(=O)c1cc(C(=O)OCC(=O)N2CCN(C(=O)c3ccco3)CC2)ccc1Cl	-1	-1.9	4	-0.8	3	-6	2	-2	-2	-15
CCOC(=O)c1cnc(N2CCN(c3ccccc3)CC2)[nH]c1=O	-3	-2.7	5	-1.2	-7	0	-5	-2	-1	4
Cc1ccc(CCNC(=O)C2CC(c3ccccc3[N+](=O)[O-])=NO2)cc1 (stereo not drawn)	1	3.4	-16	0.4	-5	0	1	-2	-6	-4
O=C(NCC1CCCO1)C(c1ccncc1)N(Cc1ccc(F)cc1)C(=O)CN1C(=O)c2ccccc2S1(=O)=O (stereo not drawn)	-7	-0.8	-10	-0.2	-3	-4	-1	1	2	18
O=C(O)CSc1nc2ccccc2s1	-2	0.0	-8	-1.1	-3	-9	1	2	-2	x
CC(=O)Nc1ccc(CN2CCC(Oc3ccc(C(=O)N4CCCC4)cc3)CC2)cc1	2	-0.6	7	-3.8	-7	-7	3	-7	-26	6
COc1cccc(OCc2cc(/C=N/NC(=O)c3nc(Cl)c(Cl)c(N)c3Cl)ccc2OC)c1	-1	-1.5	4	-0.8	-1	4	0	-6	-45	-33
O=C(Nc1ccn(Cc2c(F)c(F)c(F)c(F)c2F)n1)c1ccc(COc2ccccc2Cl)cc1	-12	-0.2	-1	1.0	-6	-4	1	-2	-8	-73
COc1cccc(CN2C(=O)CCC2(C)C(=O)NC2CCCCC2)c1 (stereo not drawn)	0	2.1	-3	-1.1	5	-2	x	-6	7	28
SMILES	DAGLB inh	C-LANA FP	RTF Ca sens inh	CAL PDZ FP-1	cardiac RTF act	PKA-R2B activ	CAL PDZ FP-2	Keap1-Nrf2 PPI	Rtt109 Vps75	SR-BI DiI-HDL act
O=C(COC(=O)Cn1cnc2ccccc21)Nc1ccccc1C(F)(F)F	2	-1.1	5	-2.5	-3	-7	-2	-3	7	0
COc1ccccc1CNC(=O)COC(=O)c1ccc(Cl)nc1	0	-1.1	-9	1.0	-4	-16	2	2	-2	-4
COc1cc(S(=O)(=O)NCc2ccccn2)ccc1Cl	0	0.3	-17	-1.0	-2	7	-3	3	4	-4
CN(C)/C=C/C(=O)c1ccc([N+](=O)[O-])c(CS(=O)(=O)c2ccccc2)c1	3	2.1	-5	x	0	1	-8	2	9	-10
Cc1ccc(S(=O)(=O)N2CCCC2C(=O)O)cc1 (stereo not drawn)	-1	-1.2	-25	0.7	4	4	-3	-2	1	3
COc1ccc(-c2noc(CCC(=O)N3CCN(c4ccccc4Cl)CC3)n2)cc1	-5	-1.0	-7	-2.4	-1	1	0	3	-1	18
CCC(CCC(=O)Nc1cccc([N+](=O)[O-])c1)C(=O)O (stereo not drawn)	1	17	-4	-0.4	-5	-6	-9	5	-5	3
Nc1c(C(=O)NCc2ccccc2)sc2nc3c(cc12)C(=O)CCC3	-3	0.2	1	0.2	4	-5	x	5	2	-2

Some values from the results shown.
`Cc1ccc(S(=O)(=O)N2CCCC2C(=O)O)cc1` (stereo not drawn) in PKA-R2B activ is entered as 4
`COc1ccccc1CNC(=O)COC(=O)c1ccc(Cl)nc1` in cardiac RTF act is entered as -4
